PMI activator: phosphomannose isomerase (human) activation; activation factor at 20 µM; AID 1214; P34949; purified human PMI, coupled resazurin fluorescence, 20 min; stronger effect = higher value; 1 = vehicle control, 0 substrate-free wells; 0.005% of 190,000 active;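 active = activation factor of 2 or more at 20 µM, relative to plate controls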
Target sequence (P34949 whole entry, looked up): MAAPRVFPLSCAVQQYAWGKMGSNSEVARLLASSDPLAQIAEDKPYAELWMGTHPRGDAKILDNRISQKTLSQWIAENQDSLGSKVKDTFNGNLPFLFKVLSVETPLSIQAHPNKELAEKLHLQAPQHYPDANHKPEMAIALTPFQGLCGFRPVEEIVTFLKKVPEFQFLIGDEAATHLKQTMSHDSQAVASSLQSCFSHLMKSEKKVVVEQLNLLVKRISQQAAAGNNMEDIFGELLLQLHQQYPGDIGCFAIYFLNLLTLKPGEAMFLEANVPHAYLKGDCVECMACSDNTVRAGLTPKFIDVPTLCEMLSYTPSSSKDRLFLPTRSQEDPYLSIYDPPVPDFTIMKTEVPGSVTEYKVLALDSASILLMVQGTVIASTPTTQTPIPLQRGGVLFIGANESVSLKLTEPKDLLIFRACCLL
TNAP inh hiacc: TNAP (human) inhibition, high acceptor; purified TNAP, CDP-star luminescence, 1 M DEA; P05186; inhibition, % at 20 µM; 0.03% of 200,000 active;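 active = over 50% inhibition of tissue-nonspecific alkaline phosphatase at 20 µM in the single-dose screen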;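 also: plate controls were DMSO wells for no effect and EDTA-quenched wells as full inhibition for full effect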
Target sequence (P05186 whole entry, looked up): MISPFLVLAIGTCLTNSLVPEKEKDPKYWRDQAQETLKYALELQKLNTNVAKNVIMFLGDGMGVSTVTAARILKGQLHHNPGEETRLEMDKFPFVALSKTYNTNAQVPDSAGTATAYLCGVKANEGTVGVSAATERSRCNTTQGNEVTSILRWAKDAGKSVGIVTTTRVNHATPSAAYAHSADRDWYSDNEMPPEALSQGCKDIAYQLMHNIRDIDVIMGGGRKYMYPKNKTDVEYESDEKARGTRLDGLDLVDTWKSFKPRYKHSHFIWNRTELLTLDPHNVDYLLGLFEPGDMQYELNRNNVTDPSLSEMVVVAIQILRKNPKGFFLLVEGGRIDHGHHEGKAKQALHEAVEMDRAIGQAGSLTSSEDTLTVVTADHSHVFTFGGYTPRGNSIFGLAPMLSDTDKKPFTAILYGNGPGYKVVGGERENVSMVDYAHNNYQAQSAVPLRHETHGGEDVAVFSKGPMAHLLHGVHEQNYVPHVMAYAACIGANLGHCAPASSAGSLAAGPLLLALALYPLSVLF
bIAP act: increases bovine intestinal alkaline phosphatase activity; purified bovine IAP, CDP-star luminescence, 30 min; stronger effect = higher value; fold of DMSO-control signal, blank-subtracted; activation factor at 20 µM; 0.17% of 200,000 active; AID 1016;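 active = activation factor of 2 or more at 20 µM, a signal rise over negative controls twice the positive control's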
TNAP act hiacc: increases human TNAP activity under high phosphate acceptor concentration. purified TNAP, CDP-star luminescence, 1 M DEA, 30 min; stronger effect = higher value; 0 = EDTA background, 1 = DMSO-only activity. AID 1136. P05186. 200,000 tested, under 10 active. activation factor at 20 µM;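 active = activation factor at least 2 at 20 µM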
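Control set: EDTA negative control, DMSO positive control / Assay system: human TNAP / Quantity: TNAP 1/800 final / Evaluation: TNAP activation factor scaled between EDTA and DMSO control wells / Measured by: luminescent substrate turnover signal / Compound dosing: one dose, 20 µM / Times: 30 min enzyme reaction at room temperature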
bIAP inh: intestinal alkaline phosphatase (bovine) inhibition | purified bovine IAP, CDP-star luminescence, 30 min | inhibition, % at 20 µM | 190,000 tested, under 10 active | AID 1019;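 active = over 50% inhibition of intestinal alkaline phosphatase at 20 µM in the single-dose screen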
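System: purified bovine intestinal alkaline phosphatase (IAP) enzyme; Input: IAP diluted 1/65,000,000 in the well; Measured by: CDP-star luminescence signal; Compound dosing: 20 µM single dose; Incubation: 30 min reaction at room temperature.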
Diaphorase inh: inhibits diaphorase or chemically oxidizes, flagging diaphorase assay artifacts; diaphorase resazurin-to-resorufin fluorescence, NADH, 16 min; bacterial (C. kluyveri) enzyme, not human; inhibition, % at 20 µM; 0.69% of 190,000 active; AID 1217;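 active = primary screen inhibition at 20 µM above a set limit, cut at about 50% in these data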;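 also: plate controls were DMSO with full reaction for no effect and wells lacking NADH for full effect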
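Assay system: diaphorase enzyme from Clostridium kluyveri. Quantity: enzyme working solution with 0.14 U/mL diaphorase. Schedule: reaction incubation of 16 min at room temperature. Technique: resorufin fluorescence, excitation 544 nm, emission 590 nm. Controls: No-NADH positive control and DMSO neutral control.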
PMI act satM6P: PMI (human) activation, high substrate. P34949. coupled PMI enzyme assay, resazurin fluorescence, 20 min; stronger effect = higher value; 1 = untreated enzyme, 0 = substrate-free blank. activation factor at 20 µM. 0.34% of 190,000 active;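 active = activation factor of 2 or more at 20 µM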
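Test system: human phosphomannose isomerase with PGI, G6PDH, diaphorase coupling enzymes; amount: 15 ng/mL PMI; incubation: enzyme reaction with compound 20 min at room temperature; technique: resorufin fluorescence (Ex 544/Em 590 nm) from resazurin via diaphorase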
L major viab: Leishmania major promastigote growth inhibition; Leishmania major promastigotes, resazurin fluorescence viability; inhibition, % at 10 µM; 9% of 200,000 active; AID 1063; in the data active = inhibition above about 50%;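 also: promastigotes grown with compound for 44 hours at 28 °C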
Diaphorase act: diaphorase activation or chemical reduction counter-screen; Diaphorase/resazurin coupled assay, resorufin fluorescence, 16 min; stronger effect = higher value; 1 = vehicle wells, 0 = NADH-free wells; activation factor at 20 µM; 0.005% of 190,000 active; AID 1229;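 active = diaphorase activity raised at least twofold by the compound at 20 µM; inactive = activation factor below 2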
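test system = bacterial diaphorase enzyme (C. kluyveri) | quantity = enzyme 0.07 U/mL final | reagent = NADH substrate 0.114 mM plus resazurin dye 0.1 mM, final | incubation = 16 min enzyme reaction, ambient temperature | buffer or medium = HEPES pH 7.4 buffer with MgCl2 and Tween 20 | signal = fluorescence of resorufin, 544 nm excitation, 590 nm emission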
TNAP inh noacc: inhibitors of human TNAP without phosphate acceptor | inhibition, % at 20 µM | purified TNAP, CDP-star luminescence, 30 min | 0.26% of 200,000 active;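 active = tissue-nonspecific alkaline phosphatase inhibition above about 50% at 20 µM in the single-dose screen, limit read from the data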;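 also: 0% = DMSO negative control and 100% = EDTA positive control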
Active calls of the source: *; · = no result given.

1: CCC(=O)c1ccc(OCC(O)Cn2nnc3ccccc32)cc1 (stereo unspecified)
2: CCOC(=O)C1=C(O)/C(=C\c2ccc(OC)c(OC)c2)N=C1C
3: Cc1c(NC(=O)c2ccc(COc3ccc4ccccc4c3)o2)c(=O)n(-c2ccccc2)n1C
4: COc1ccc(Cc2noc(CN3CCCN(Cc4ccc(F)cc4)CC3)n2)cc1OC
5: CCN(CC)c1ccc(-c2c(C#N)c(N)nc(OC)c2C#N)cc1
6: COC(=O)c1c(-c2ccc(F)cc2)csc1NC(=O)c1ccco1
7: COCCNC(=O)C1CCN(S(=O)(=O)c2ccccc2)CC1
8: Cc1cc(C(=O)CSc2ncccn2)c(C)n1Cc1ccco1
Screen / compound no.	1	2	3	4	5	6	7	8
PMI activator	1.1	1	1.1	·	0.9	0.8	1.1	1.1
TNAP inh hiacc	5	-1	-9	0	-12	4	-5	1
bIAP act	1	0.9	1.2	1	0.8	0.8	1	0.9
TNAP act hiacc	1	1	1.1	1	1.1	1	1	1
bIAP inh	-2	5	-16	-2	16	16	0	7
Diaphorase inh	2	9	-8	·	11	10	11	-4
PMI act satM6P	1	0.8	1	·	1	0.8	1	1.1
L major viab	5	49	-2	77*	1	1	-1	-5
Diaphorase act	1	0.9	1.1	·	0.9	0.9	0.9	1
TNAP inh noacc	-6	-4	5	-6	-14	0	-11	-7

9: CC1=C(C(=O)Nc2ccccn2)C(c2ccccc2)n2ncnc2N1 (stereo unspecified)
10: O=C(NC1CCCCCC1)c1nc2ncccn2n1
11: C/C(=N\NC(=O)C1CC1)c1ccc(N2CCOCC2)cc1
12: COc1ccc(C(=O)N2CCN(c3cccc(Cl)c3)CC2)c(OC)c1
13: NC(=O)C[n+]1ccc(/C=N/O)cc1
14: COc1ccc(S(=O)(=O)Nc2ccc(S(=O)(=O)N3CCCCC3)cc2)cc1OC
15: CCN(CC)S(=O)(=O)c1cccc(C(=O)OCC(=O)NC(C)c2ccccc2)c1 (stereo unspecified)
16: CCCCN1Cc2cc(C(=O)c3cc(OC)ccc3O)cnc2NC1=O
Screen / compound no.	9	10	11	12	13	14	15	16
PMI activator	0.9	1	1	0.7	1	0.8	1.1	0.9
TNAP inh hiacc	-1	-4	-6	0	-3	3	-8	3
bIAP act	0.9	1	1.1	1	1	1	0.9	1.1
TNAP act hiacc	1	1	1.1	1	1	1	1.1	1
bIAP inh	8	1	-5	4	2	4	10	-8
Diaphorase inh	22	-5	14	24	8	14	8	11
PMI act satM6P	0.9	1	1	0.8	1	0.9	1	0.9
L major viab	1	1	-6	10	-4	7	2	-7
Diaphorase act	0.8	1.1	0.9	0.8	0.9	0.9	0.9	0.9
TNAP inh noacc	1	-5	-16	-4	-12	-2	-12	-4

3 successive records out of the list so far, for reference:
14: COc1ccc(S(=O)(=O)Nc2ccc(S(=O)(=O)N3CCCCC3)cc2)cc1OC
15: CCN(CC)S(=O)(=O)c1cccc(C(=O)OCC(=O)NC(C)c2ccccc2)c1 (stereo unspecified)
16: CCCCN1Cc2cc(C(=O)c3cc(OC)ccc3O)cnc2NC1=O
Screen / compound no.	14	15	16
PMI activator	0.8	1.1	0.9
TNAP inh hiacc	3	-8	3
bIAP act	1	0.9	1.1
TNAP act hiacc	1	1.1	1
bIAP inh	4	10	-8
Diaphorase inh	14	8	11
PMI act satM6P	0.9	1	0.9
L major viab	7	2	-7
Diaphorase act	0.9	0.9	0.9
TNAP inh noacc	-2	-12	-4

Carrying on.
17: CCCCn1c(=N)n(CC(=O)O)c2ccccc21
18: CCCSC1=C(C#N)C(c2ccc(OC)cc2)C2=C(CC(C)(C)CC2=O)N1 (stereo unspecified)
19: COc1ccc(N(CC(=O)NC2CCCCC2)C(=O)CNC(=O)c2ccco2)c(OC)c1
20: O=C1c2ccccc2C(=O)N1Cc1cc(-c2ccccc2Cl)no1
21: Cc1ccc(NC(=O)NC(=O)CSc2nnnn2C)c(C)c1
22: O=C(Cn1ccc2ccccc2c1=O)NCCC(=O)Nc1ccc2c(c1)OCCO2
23: CCOC(=O)CN(C(=O)CSc1nnc(-c2ccncc2)n1CCCOC)c1ccccc1
24: Cc1cccc(NNC(N)=S)c1
Screen / compound no.	17	18	19	20	21	22	23	24
PMI activator	1.1	0.9	1.1	0.9	1	1.1	0.9	1
TNAP inh hiacc	-7	-8	-3	-1	-6	-4	-1	-2
bIAP act	1.1	0.9	0.9	1	0.9	0.9	1.2	1.1
TNAP act hiacc	1.1	1.1	1	1	1.1	1	1	1
bIAP inh	-10	13	7	3	14	10	-18	-6
Diaphorase inh	-9	26	6	16	9	1	9	26
PMI act satM6P	1.1	0.9	1	0.9	1	1	1	0.8
L major viab	0	-3	-5	-7	-4	-5	5	7
Diaphorase act	1.1	0.7	0.9	0.8	0.9	1	0.9	0.7
TNAP inh noacc	-8	-11	-6	-5	-13	-3	-7	-5

25: O=C(NCc1ccccc1F)Nc1ccc([N+](=O)[O-])cc1
26: CCN(CC)C(=O)CSc1nc2c(sc(=S)n2-c2ccccc2)c(=O)n1Cc1ccco1
27: C[C@@H](O)C1NC(=O)[C@H](CCCCN)NC(=O)c2cc([N+](=O)[O-])cc(I)c2OCC[C@@H](C(N)=O)NC1=O (stereo partly specified)
28: Cc1ccc(OCCCC(=O)Nc2nc3ccccc3[nH]2)cc1
29: c1ccc(-c2nc(Sc3ncnc4c3cnn4-c3ccccc3)n[nH]2)cc1
30: O=C(C(=O)N1CC=C(c2ccccc2)CC1)c1c[nH]c2ccccc12
31: OCC(CO)(CO)NCc1ccc(-c2ccccc2)cc1
32: COC(=O)Cn1cc(/C=N/NC(=O)COc2cccc3cccnc23)c2ccccc21
Screen / compound no.	25	26	27	28	29	30	31	32
PMI activator	1	0.8	1.3	1	1	0.7	1	1
TNAP inh hiacc	-4	-5	0	-2	-2	3	-2	-3
bIAP act	1	1	1.2	1.2	0.9	0.9	1	0.9
TNAP act hiacc	1	1	1	1	1	1	1	1
bIAP inh	2	1	-16	-18	6	11	4	11
Diaphorase inh	7	51*	9	6	12	22	13	-1
PMI act satM6P	1	0.9	1.2	0.9	1	0.8	1	1.3
L major viab	16	39	-5	-5	8	-6	-2	-2
Diaphorase act	0.9	0.5	0.9	0.9	0.9	0.8	0.9	1
TNAP inh noacc	4	-17	-4	-28	0	-4	-6	-32

33: COCCCNC(=O)CC(C)c1ccccc1 (stereo unspecified)
34: CC(=O)c1cccc(NC(=O)c2ccc(OC3CSC3)cc2)c1
35: CCOC(=O)CCNCC1COc2ccccc2O1 (stereo unspecified)
36: CCOC(=O)c1cn(-c2ccc([N+](=O)[O-])cc2)c2cc(Cl)c([N+](=O)[O-])cc2c1=O
37: O=C(CN1C(=O)C2C3C=CC(C3)C2C1=O)Nc1nncs1 (stereo unspecified)
38: Cc1cc(C(=O)CSc2nnc(-c3ccc(Cl)cc3)n2CC2CCCO2)c(C)n1C (stereo unspecified)
39: O=C(NCc1ccco1)C(=O)c1cn(CC(=O)N2CCCC2)c2ccccc12
40: NS(=O)(=O)c1ccc(N/C=C\C(=O)c2cccc3ccccc23)cc1
Screen / compound no.	33	34	35	36	37	38	39	40
PMI activator	1	1	0.8	0.9	1.1	1	1	0.8
TNAP inh hiacc	-2	0	-2	3	-4	0	2	2
bIAP act	1	0.9	0.9	0.7	1	1	1.1	1
TNAP act hiacc	1	1	1	1	1	1	1	1
bIAP inh	1	5	6	26	2	-3	-7	3
Diaphorase inh	18	8	24	2	-5	15	9	29
PMI act satM6P	1	1	0.8	1	1.1	1	0.9	0.7
L major viab	-7	-4	13	7	-5	-2	-2	10
Diaphorase act	0.8	0.9	0.8	1	1.1	0.9	0.9	0.7
TNAP inh noacc	-10	-6	-11	-4	-6	-15	-4	-12

41: CCC1CCCCN1Cc1nc2c(c(=O)n(C)c(=O)n2C)n1CC(C)C (stereo unspecified)
42: CC(C)OC(=O)Nc1ccc2c(c1)N(C(=O)CCN1CCN(CCO)CC1)c1ccccc1CC2
43: CCOc1ccc(-n2c(Cc3cc(=O)[nH]c(=O)[nH]3)nnc2SCC(N)=O)cc1
44: COc1ccc(NC(=O)CSc2c(C)n[nH]c2C)cc1
45: COc1ccc(Cl)cc1NC(=O)CN1c2ccccc2CC1C (stereo unspecified)
46: CCn1c(SCC(=O)O)nnc1-c1cccnc1
47: COc1ccc(N(CC(=O)NCc2ccco2)S(C)(=O)=O)c(OC)c1
48: Fc1ccccc1COc1ccc(Br)cc1CNCc1ccncc1
Screen / compound no.	41	42	43	44	45	46	47	48
PMI activator	1	1.1	1	1.2	0.9	1	0.9	1.2
TNAP inh hiacc	-4	2	-4	-12	-5	-2	-5	-8
bIAP act	1	1	1.1	1.1	0.9	1	1	1.1
TNAP act hiacc	1	1	1	1.1	1.1	1	1.1	1.1
bIAP inh	3	0	-8	-13	9	-4	-1	-5
Diaphorase inh	10	4	-5	-21	24	11	12	-5
PMI act satM6P	0.9	1	1.1	1.3	0.9	1	0.9	1.2
L major viab	·	1	-5	0	-6	-1	-6	100*
Diaphorase act	0.9	1	1.1	1.2	0.8	0.9	0.9	1.1
TNAP inh noacc	-13	-6	-8	-13	-16	-2	-5	17

49: O=C(Nc1sc2c(c1C(=O)O)CCC2)c1ccc(F)cc1
50: COc1cc2[nH]c(=O)n(CCC(=O)N3CCN(Cc4ccc5c(c4)OCO5)CC3)c(=O)c2cc1OC
51: O=C(CN1CCC(NC(=O)c2ccc(Br)cc2)CC1)NCc1cccs1
52: Cc1cccc(N2CCN(C(c3ccccc3)c3nnnn3C(C)(C)C)CC2)c1C (stereo unspecified)
53: COc1ccc(NS(=O)(=O)c2cc(NC(=O)c3cccc(OCc4c(C)noc4C)c3)ccc2OC)cc1
54: Cc1cccn2c(=O)c(C=Nc3ccccc3)c(NCCO)nc12
55: CC1CC(CCC(=O)NC(=S)Nc2ccc(S(N)(=O)=O)cc2)C(=O)O1 (stereo unspecified)
56: Cc1nn(Cc2c(Cl)cccc2Cl)c(C)c1NC(=O)c1cc(C(C)C)on1
Screen / compound no.	49	50	51	52	53	54	55	56
PMI activator	0.9	1	0.9	1	0.8	0.9	1	1
TNAP inh hiacc	5	2	-2	-4	-1	-3	-1	-4
bIAP act	1.1	1	1.2	1	1.1	1	1	0.9
TNAP act hiacc	0.9	1	1	1	1	1	1	1
bIAP inh	-15	0	-20	2	-6	-2	1	12
Diaphorase inh	11	6	7	21	21	-4	20	14
PMI act satM6P	0.9	0.9	1	1	0.9	0.9	1	1.1
L major viab	1	-4	-7	45	98*	4	10	20
Diaphorase act	0.9	0.9	0.9	0.8	0.8	1	0.8	0.9
TNAP inh noacc	0	7	-5	-8	-12	-9	-4	-14

Compound activity from PubChem.

Hits appear at their usual frequency. Share with any hit: about 10%.
